# Source: PubChem BioAssay
# D1 agonist: human D1 receptor agonism; 360,000 tested, 1% active; activation, % at 2 µM; HEK293 T-REx D1 cells, calcium flux, agonist mode; in the data active = activation above about 30%; also: 0% is about no effect
#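 Tetracycline-induced HEK293 TREx D1 cells, force-coupled to calcium signalling, were dye-loaded with a no-wash calcium kit. Compound was pin-added after a 10 s baseline. Fluorescence was read kinetically at 1 cycle/s for 180 s, with calcium rises flagged as agonism.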
# TRHR PAM: allosterically enhances the human TRH receptor; P34981; TRHR cells, fluo-8 calcium fluorescence, EC20 TRH enhancement; enhancement, % at 2 µM; 360,000 tested, 0.66% active; AID 493056; in the data active = enhancement above about 30%; also: 0% is about no effect
# Target sequence (P34981 whole entry, looked up): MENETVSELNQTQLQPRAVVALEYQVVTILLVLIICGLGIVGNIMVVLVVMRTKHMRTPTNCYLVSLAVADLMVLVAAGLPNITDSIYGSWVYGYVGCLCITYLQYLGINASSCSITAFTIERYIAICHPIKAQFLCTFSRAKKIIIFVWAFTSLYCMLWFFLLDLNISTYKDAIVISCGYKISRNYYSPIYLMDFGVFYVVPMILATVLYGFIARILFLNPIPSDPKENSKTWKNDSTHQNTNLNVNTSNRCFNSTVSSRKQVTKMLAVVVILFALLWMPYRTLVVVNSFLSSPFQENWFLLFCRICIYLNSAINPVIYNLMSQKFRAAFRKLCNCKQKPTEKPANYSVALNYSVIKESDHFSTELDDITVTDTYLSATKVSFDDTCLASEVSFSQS
#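 TRHR-expressing cells loaded with fluo-8 calcium dye were read kinetically (ex 480/em 530) during compound addition, then stimulated with an EC20 of TRH (10 nM final). Enhancement of the Gq-mediated intracellular calcium response was scored.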
# RXFP1 agonist: RXFP1 (human) receptor agonism; Potency, µM (top dose mostly 57.5 µM), without a hit: top-dose activation, actives largely listed as activators; HEK293T-RXFP1 cAMP TR-FRET, 30 min; response scale: percent of porcine relaxin response, buffer zero; Q9HBX9; 370,000 tested, 0.3% active; active = well fitted activation curve with a large enough effect; inconclusive = small, poorly fitted or top-dose-only effect; also: potency is read from the fitted curve at half-maximal effect; % is scaled to controls: 0 for no effect and ±100 for the full control effect; nearly all actives have a fitted effect of over 60% in size; many of its hits are not listed in these tables
#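 HEK293T cells stably expressing RXFP1 were pretreated with the PDE4 inhibitor Ro 20174, exposed to compounds for 30 min at 37C, lysed, and cAMP was read by TR-FRET. Data normalized to buffer (basal) and 29 nM porcine relaxin (100%).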
# D2 ag: activates the human D2 dopamine receptor | AID 485358 | activation, % at 2 µM | HEK293 T-REx D2 cells, calcium flux agonist mode | 340,000 tested, 0.53% active | P14416;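 active = activation over 3 SD above normal in the single-dose calcium agonist read, cut at about 30% in these data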; also: 0% is about no effect
# Target sequence (P14416 whole entry, looked up): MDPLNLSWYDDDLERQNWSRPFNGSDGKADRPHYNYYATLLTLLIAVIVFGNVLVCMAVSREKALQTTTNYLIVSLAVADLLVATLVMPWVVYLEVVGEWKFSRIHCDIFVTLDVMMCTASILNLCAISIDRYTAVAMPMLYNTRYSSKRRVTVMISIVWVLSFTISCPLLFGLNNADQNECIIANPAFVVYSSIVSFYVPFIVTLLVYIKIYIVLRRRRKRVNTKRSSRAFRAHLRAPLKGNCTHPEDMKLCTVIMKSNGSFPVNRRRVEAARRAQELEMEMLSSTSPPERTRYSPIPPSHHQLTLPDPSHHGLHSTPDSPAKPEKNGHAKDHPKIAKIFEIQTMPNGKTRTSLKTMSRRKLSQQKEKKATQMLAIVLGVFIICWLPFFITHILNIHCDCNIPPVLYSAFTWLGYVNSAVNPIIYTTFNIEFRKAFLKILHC
#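 Tetracycline-induced HEK293 T-REx cells with force-coupled D2 receptor, plated overnight at 30 C, loaded with no-wash calcium dye. After a 10 s baseline, compound was pin-added and calcium flux read kinetically for 180 s; calcium rises flagged agonists.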
# RXFP1 antag: blocks the human relaxin receptor RXFP1. Q9HBX9. HEK293-RXFP1, relaxin-stimulated cAMP HTRF, 30 min; stronger effect = lower value. activity change, negative = inhibition, % at 57.5 µM. 350,000 tested, 0.59% active. AID 1259400;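 active = activity change of -60% or lower, but not beyond a set lower limit; inconclusive = change between -60% and -40%, or beyond the set limit; inactive = change above -40%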; also: % is scaled to controls: 0 for no effect and ±100 for the full control effect
# D2 potentiator: positive allosteric modulators of human D2 dopamine receptor | potentiation, % at 10 µM | P14416 | 340,000 tested, 0.34% active | HEK293 T-REx D2, calcium flux, EC20 dopamine potentiation | AID 485347;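 active = potentiation over 3 SD above the plate norm, cut at about 30% in these data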; also: 0% is about no effect
#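 Tetracycline-induced Hek293 Trex D2 cells, force-coupled to calcium, loaded with no-wash calcium dye. Compound added with 180 s kinetic read for agonism, then EC20 dopamine and a further 180 s read for potentiation.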
# D2 antag: antagonists of human D2 dopamine receptor; 340,000 tested, 2% active; P14416; HEK293 TREx D2 cells, calcium flux, dopamine EC80; inhibition, % at 10 µM; in the data active = inhibition above about 30%; also: 0% is about no effect
#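 Calcium flux kinetic readout in an inducible HEK293 TREx D2 line plated overnight at 30 C. After 180 s compound exposure, an EC80 dopamine challenge follows with another 180 s kinetic read to detect antagonism.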
# D1 potentiator: enhances dopamine response at the human D1 receptor | P21728 | HEK293 TREx D1 cells, calcium flux, dopamine EC20 potentiation | potentiation, % at 10 µM | 360,000 tested, 0.036% active; in the data active = potentiation above about 30%; also: 0% is about no effect
# D1 antag: antagonists of human D1 dopamine receptor. AID 504652. P21728. HEK293 TREx D1 cells, calcium flux, dopamine EC80; stronger effect = lower value. activity change, negative = inhibition, % at 10 µM. 360,000 tested, 3.2% active; in the data active = activity change below about -30%; also: % is scaled to controls: 0 for no effect and ±100 for the full control effect
#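 Cells carrying a force-coupled, tetracycline-inducible human D1 receptor report calcium flux. Each well gets a 10 s baseline, compound with 180 s monitoring, then an EC80 dopamine stimulus with a second 180 s kinetic read.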
# * = called active by the depositor; ? = inconclusive; · = no result given; & = joins results of further samples.
SMILES,D1 agonist,TRHR PAM,RXFP1 agonist,D2 ag,RXFP1 antag,D2 potentiator,D2 antag,D1 potentiator,D1 antag
N=c1n(CC(=O)c2ccc([N+](=O)[O-])cc2)c2ccccc2n1Cc1ccccc1,3,7,2.9%,-0.1,·,6,25,13,-6
CC(C)CCNC(=O)C(c1cccnc1)N(CCc1ccccc1)C(=O)Cn1nnc2ccccc21 (stereo not given),2,-7,1.5%,-1.2,10,-8,-2,1,-25
OCc1ccnc2c(O)cccc12,4,-2,1.4%,-0.7,-20,1,-29,1,3
Cc1cc(Cl)c(OCCCSc2nc(C)cc(=O)[nH]2)c(Br)c1,2,9,1.8%,0.1,2,2,-5,-2,-9
CCc1cc(C(=O)NCC2CCCO2)sc1C (stereo not given),0,4,2.7%,0.5,3,-1,-8,-1,-8
Cc1ccc2nc(Cl)c(C3CC(c4cccs4)=NN3S(C)(=O)=O)cc2c1 (stereo not given),5,1,-0.6%,3.2,3,20,0,1,4
COc1ccc(S(=O)(=O)Nc2ccc3c(c2)n(C)c(=O)n3C)cc1OC,3,-1,0.0%,1.6,8,-3,-2,·,-18
CCN(CC)S(=O)(=O)c1ccc(OC)c(NC(=O)c2cc([N+](=O)[O-])ccc2Cl)c1,0,-8,12%,0.7,1,0,-4,-3,-9
O=C(O)c1ccc2c(c1)C(=O)N(CCc1ccc(O)cc1)C2=O,7,9,0.8%,·,·,·,·,-4,13
COc1ccc(CNS(=O)(=O)c2c(C)[nH]c(C)c2C(=O)N2CCCC2)cc1,1,2,-0.8%,0.3,24,5,-9,3,-5
O=C(CCn1c(=S)oc2ccccc21)Nc1cc([N+](=O)[O-])ccc1F,3,-5,0.3%,1.0,14,0,-22,-4,21
COc1ccc(C(=O)NCc2nc(C)c(C)s2)cc1OC1CCN(C(C)C)CC1,2,1,1.8%,0.2,-9,-5,-1,-3,3
NC(=O)c1cc2cc(Cl)ccc2o/c1=N/NC(=O)c1cccs1,1,4,0.5%,0.4,-8,-15,-27,-1,3
COc1ccc(CNC(=O)Cn2cc(C(F)(F)F)ccc2=O)cc1,2,3,0.3%,-0.7,15,-2,11,12,16
O=C1/C(=C\c2cccnc2)Sc2ccccc21,2,-10,7.8%,·,-8,·,·,-6,-25
COC(=O)[C@H](C(C)C)n1c(C)c(C(C)=O)c(C(C)=O)c1C,3,27,1.1%,0.4,1,21,-14,-4,3
COc1cccc(/C=C/C(=O)c2ccc[nH]2)c1,4,-1,-0.3%,2.5,-6,-9,-24,4,-12
CCCC(c1nnnn1Cc1cccs1)N1CCN(C2CCCC2)CC1 (stereo not given),1,2,0.2%,0.5,9,-5,10,-6,3
O=C1CN(C(=O)COC(=O)c2cc(S(=O)(=O)N3CCOCC3)ccc2Cl)c2ccccc2N1,2,-3,0.0%,-0.6,-1,-7,-14,-4,-26
COCc1ccc(C(=O)OC(C)C(=O)Nc2c(C)n(C)n(-c3ccccc3)c2=O)cc1 (stereo not given),0,15,3.8%,0.1,3,12,12,-7,10
O=C(Nc1nnc2n1CCS2)c1ccco1,0,-1,-0.6%,0.0,-5,-2,-6,-1,0
CCCCCCCCCCCCN1C(=O)CSC1c1cccnc1 (stereo not given),1,1,-0.4%,·,-13,-3,·,1,-34*
CN1CCSc2ccc(C(=O)NCc3ccccc3F)cc21,1&0,-2&4,20%&22%,0.1&-0.5,5&-6,-12&6,1,-4&-5,8&-14
CN(C(=O)COC(=O)CNC(=O)C1CCCCC1)c1ccccc1,3,-7,-0.4%,0.3,1,2,13,·,5
COc1cc2c(C(=O)N3CCN(c4cccc(Cl)c4)CC3)cn(CC(C)C)c(=O)c2cc1OC,1,3,2.6%,-0.2,-17,7,-2,-9,-25
Cc1nnc2c3ccccc3nc(Nc3ccccc3C(=O)O)n12,0,3,10%,-2.0,-13,1,·,3,-7
Cc1cc(OCC(=O)OCC(=O)Nc2cc(C(F)(F)F)ccc2N2CCOCC2)ccc1Cl,5,-2,0.9%,2.1,0,-5,8,0,4
Cc1ccc2nc(N(Cc3cccnc3)C(=O)CCOc3ccccc3)sc2c1,10,4,4.5%,1.2,-8,24,·,-3,·
CN(C)Cc1c(O)ccc2occ(C(=O)c3ccccc3)c12,1,-8,2.4%,0.1,5,54*,-25,-2,0
CCCc1c(C(=O)N/N=C(/C)c2ccncc2)nnn1-c1nonc1N,3,1,0.8%,-0.7,3,4,-21,3,-9
Cc1cc(C)c(C#N)c(N2CCSCC2)n1,3,2,2.0%,1.3,8,1,-13,-3,6
Cc1nn(C(=O)COc2ccc(Cl)cc2)c(C)c1Sc1ccccc1,12,-5,-0.8%,-0.6,·,-13,·,-4,-37*
CC1CCN(S(=O)(=O)c2ccc(C(=O)NC3CCS(=O)(=O)C3)cc2)CC1 (stereo not given),0,1,0.9%,0.4,-16,0,3,-5,5
CCCS(=O)(=O)N1CCC(C(=O)NCc2ccc(F)cc2)CC1,1,-2,0.4%,-0.8,·,4,-17,-6,5
CCn1c(-c2c(Cl)c(C)nn2C)n[nH]c1=S,39*,4,1.4%,·,-12,·,·,-1,48
CCN(CC)c1ccc(C(=O)OCC(=O)NC(C)(C)C)cc1,3,-1,-0.5%,0.3,0,5,-13,0,9
O=[N+]([O-])c1ccc(OCc2cccc(COc3ccc([N+](=O)[O-])cc3)n2)cc1,4,-5,2.4%,0.9,1,1,-1,-4,-22
COc1cc(/C=N/NC(=O)Nc2ccccc2)ccc1OC(C)=O,0,4,1.5%,0.3,7,-7,-2,-8,-19
Cc1nn(C)c(C)c1NC(=O)COc1ccc(Cl)cc1,14,2,2.1%,·,-9,-3,·,1,-34*
COc1ccc(CN2CCC(Cc3ccccc3)CC2)c(C)c1C,5,3,-0.2%,-0.3,-21,-21,-24,-8,-19
Cc1ccc(/C([O-])=C(/C(=S)NCc2ccc3c(c2)OCO3)[n+]2ccc(N(C)C)cc2)c(C)c1,1,-3,0.2%,-0.3,-32,4,2,-3,4
CCS(=O)(=O)N1CCN(Cc2nc3ccccc3c(=O)[nH]2)CC1,0,29,4.4%,0.7,11,11,9,6,12
COc1cc(NC(=O)CCCOc2ccc(Cl)cc2Cl)c(C(=O)O)cc1OC,1,-2,1.6%,-0.2,6,-3,-1,-3,-10
CCc1ccc(OCc2nnc(-c3ccccc3Br)o2)cc1,1,3,2.3%,-0.1,0,-6,-16,2,-20
Cc1ccc(CNC(=O)CN2C(=O)CSc3ccc(S(=O)(=O)N4CCC(C)CC4)cc32)cc1,2,-11,-1.8%,-1.1,0,-7,3,-5,12
Cn1c(CC(=O)NNC(=O)c2ccc(F)cc2Cl)nc2ccccc21,0,0,0.1%,0.4,2,7,3,0,24
O=C(COc1ccc(Cl)cc1)NNC(=O)c1ccccn1,0,-1,0.5%,0.0,-25,-2,14,4,14
COc1ccccc1-c1coc2c(CN3CCCCC3C)c(O)ccc2c1=O (stereo not given),2,12,9.1%,2.0,5,-1,-7,1,24
N#Cc1nc(-c2cccs2)oc1NCc1ccco1,2,-4,4.8%,0.4,9,0,-8,-7,0
Cc1cc(C(=O)Cn2nnc(-c3ccc(Cl)cc3)n2)c(C)n1-c1ccccc1,6,11,0.1%,0.8,-5,-14,-1,-4,-28

# Given tab-delimited: four of the compounds above
Structure	D1 agonist	TRHR PAM	RXFP1 agonist	D2 ag	RXFP1 antag	D2 potentiator	D2 antag	D1 potentiator	D1 antag
Cn1c(CC(=O)NNC(=O)c2ccc(F)cc2Cl)nc2ccccc21	0	0	0.1%	0.4	2	7	3	0	24
O=C(COc1ccc(Cl)cc1)NNC(=O)c1ccccn1	0	-1	0.5%	0.0	-25	-2	14	4	14
COc1ccccc1-c1coc2c(CN3CCCCC3C)c(O)ccc2c1=O (stereo not given)	2	12	9.1%	2.0	5	-1	-7	1	24
N#Cc1nc(-c2cccs2)oc1NCc1ccco1	2	-4	4.8%	0.4	9	0	-8	-7	0

# Later entries
SMILES,D1 agonist,TRHR PAM,RXFP1 agonist,D2 ag,RXFP1 antag,D2 potentiator,D2 antag,D1 potentiator,D1 antag
COC(=O)CN(c1cc(Cl)ccc1OC)S(=O)(=O)c1ccc(C)cc1,2,-6,1.7%,-1.0,1,-2,3,0,8
COc1ccc(/C=C2\NC(=S)N(CC3CCCO3)C2=O)c(OC)c1 (stereo not given),5,2,-2.8%,-1.1,-22,10,22,-2,9
COc1ccccc1C(=O)NCC(=O)OCC(=O)Nc1nnc(-c2ccccc2)o1,0,-3,1.3%,0.3,0,-9,1,1,15
CC(C)(C)N(Cc1ccccc1)C(=O)CSc1nnc(CNc2ccc(F)cc2)o1,0,23,3.2%,0.0,-16,11,32*,-6,1
COc1cc(C(F)(F)F)nc(-c2ccccn2)n1,2,5,-1.6%,0.5,-1,14,-8,1,-6
CCOC(=O)CSc1ccc(-c2nc3cc(C)c(C)cc3[nH]2)cn1,-1,3,2.9%,-1.0,-17,4,-4,-4,-13
COc1ccc2c(c1)C(=O)N(c1ccc(C)cc1C)C(=O)C2,4,4,0.8%,2.9,-2,10,1,1,16
CCOC(=O)C1(Cc2cccc(OC)c2)CCN(CCO)CC1,2,-6,1.6%,0.4,-23,3,-6,-7,-1
COc1ccc(Cl)cc1N1CC(C(=O)Nc2nccs2)CC1=O (stereo not given),0,-7,0.3%,-1.3,-6,0,27,-6,9
COc1ccc(NC(=O)NCc2ccncc2)c(OC)c1,1,-3,1.2%,-1.0,1,-5,6,-1,-28
O=[N+]([O-])c1cccc(/C=N/Nc2ncc(Br)cn2)c1,1,-2,-3.6%,-0.2,-3,3,-11,-11,6
O=[N+]([O-])c1ccc(C2=NCCO2)cc1,2,0,0.0%,·,-1,·,·,-6,-9
N#Cc1cc(-c2ccccc2)nnc1Sc1ccc(Cl)cc1,4,-2,2.5%,0.3,-6,-2,14,5,3
COc1ccc2oc(=O)c(C(=O)NCCc3c(C)[nH]c4c(Cl)cccc34)cc2c1,-1,3,-2.2%,0.3,·,8,·,-6,5
CCn1c(SCC(=O)N2CCN(S(=O)(=O)c3ccccc3)CC2)nnc1-c1cccs1,3,-1,-1.7%,-0.3,5,-4,18,-5,-2
Cc1ccc(OCC(=O)N(C)CC(=O)Nc2cccc(F)c2)cc1,2,-7,-1.0%,-0.3,-5,-2,0,-4,4
COc1ccc(CNC(=O)CSC(=S)N2CCCC2)cc1,0,14,0.0%,-0.7,?,-2,-6,1,-2
Cc1cc(C)n(-c2ccc3cccc(NS(C)(=O)=O)c3n2)n1,3,-1,1.1%,-1.3,3,-4,-19,-3,6

# These rows are one share of the data, so the mix of outcomes need not match the whole.
